EPAC2 antag: EPAC2 (human) antagonism; EPAC2 GEF exchange of Rap1B-BODIPY-GDP, fluorescence; AID 720708; Potency, µM (top dose mostly 114 µM), for inactives: top-dose activity, negative = inhibition, hits mostly inhibitors; 0.18% of 360,000 active; also: % is scaled to controls: 0 for no effect and ±100 for the full control effect; nearly all actives have a fitted effect of over 45% in size; many of its hits are not listed in these tables
Target sequence (Q8WZA2 whole entry, looked up): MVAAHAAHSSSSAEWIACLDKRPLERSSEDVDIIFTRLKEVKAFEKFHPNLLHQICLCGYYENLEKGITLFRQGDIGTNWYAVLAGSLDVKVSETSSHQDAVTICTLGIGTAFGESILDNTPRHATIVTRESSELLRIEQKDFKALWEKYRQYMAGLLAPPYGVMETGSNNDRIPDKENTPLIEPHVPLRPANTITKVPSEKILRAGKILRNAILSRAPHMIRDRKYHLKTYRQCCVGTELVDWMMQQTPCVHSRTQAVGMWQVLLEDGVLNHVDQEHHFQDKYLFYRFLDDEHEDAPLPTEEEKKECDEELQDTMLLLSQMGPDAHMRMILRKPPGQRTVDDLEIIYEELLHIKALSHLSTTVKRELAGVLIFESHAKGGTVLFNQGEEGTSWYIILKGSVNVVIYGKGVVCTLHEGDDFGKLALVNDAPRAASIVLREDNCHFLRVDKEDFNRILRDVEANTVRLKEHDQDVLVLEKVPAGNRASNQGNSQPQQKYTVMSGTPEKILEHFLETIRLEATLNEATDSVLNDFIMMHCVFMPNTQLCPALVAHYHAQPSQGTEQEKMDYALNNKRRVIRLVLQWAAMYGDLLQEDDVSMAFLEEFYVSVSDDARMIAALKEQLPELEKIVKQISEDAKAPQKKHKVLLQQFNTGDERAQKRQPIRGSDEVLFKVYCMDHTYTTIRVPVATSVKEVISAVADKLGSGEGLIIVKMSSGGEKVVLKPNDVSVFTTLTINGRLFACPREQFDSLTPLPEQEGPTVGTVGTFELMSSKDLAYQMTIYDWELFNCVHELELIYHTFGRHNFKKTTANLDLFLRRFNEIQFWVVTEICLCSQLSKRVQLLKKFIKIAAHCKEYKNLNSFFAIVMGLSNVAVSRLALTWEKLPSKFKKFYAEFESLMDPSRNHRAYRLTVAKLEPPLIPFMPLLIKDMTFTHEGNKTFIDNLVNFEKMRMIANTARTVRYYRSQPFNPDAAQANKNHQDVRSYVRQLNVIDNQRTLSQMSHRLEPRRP
Nrf2 block: inhibitors of Nrf2 signaling. A549 ARE-Fluc reporter, luciferase luminescence, 18-24 h. Potency, µM (top dose mostly 46 µM), for the others: top-dose activity change, negative = inhibition, actives largely listed as inhibitors. 2.1% of 360,000 active; also: % is scaled to controls: 0 for no effect and ±100 for the full control effect; nearly all actives have a fitted effect of over 60% in size
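Reporter: ARE-Fluc in A549. Exposure: 18-24 h, 37 °C, 5% CO2, 5% FBS OPTI-MEM. Readouts: fluorescent cytotoxicity (CellTiter-Fluor), then luminescent Nrf2 signal after BugLite.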
Nrf2 ARE act: Nrf2 pathway activation; AREc32 ARE-luciferase reporter (MCF7-derived line), luminescence, 24 h; Potency, µM (titrated, usually from 46.1 µM), inactives show at the highest dose activation, usual class: activators; 0.31% of 410,000 active; AID 624171; also: % of control where 0% means no effect; nearly all actives have a fitted effect of over 65% in size
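Cells of the AREc32 ARE-luciferase line are plated in OPTI-MEM containing 5% FBS and left overnight at 37 deg C. Compounds are pinned in, incubation continues 24 hr, and firefly luciferase signal is then measured.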
MCF10A rerep: inducers of DNA re-replication in MCF 10A breast cells; MCF 10A DNA re-replication, Hoechst nuclear intensity, 48 h; Potency, µM (series often up to 46.1 µM), without a hit: at the top dose activity, positive = re-replication, usual class: activators; 2.9% of 350,000 active; AID 624296; also: % of control where 0% means no effect; nearly all actives have a fitted effect of over 50% in size
A549 tox: A549 cytotoxicity, counter-screen for Nrf2 inhibitors; A549 ARE-Fluc cells, CellTiter-Fluor viability, 18-24 h; AID 504648; 0.16% of 390,000 active; Potency, µM (titrated, usually from 46 µM), without a hit: at the top dose activity change, negative = cytotoxicity, actives largely listed as inhibitors; also: % is scaled to controls: 0 for no effect and ±100 for the full control effect
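A549 ARE_Fluc cells in 5% FBS OPTI-MEM were exposed to compounds in concentration-response for 18-24 h at 37 deg C. Viability was read by CellTiter-Fluor fluorescence (Ex 405/Em 525) after 30 min, before the luciferase read.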
ATXN2 expr inh: reduces ATXN2 reporter expression in HEK-293 cells; Potency, µM (doses to about 57 µM), without a hit: top-dose activity change, negative = inhibition, hits mostly inhibitors; HEK-293 ATXN2-luciferase reporter, luminescence, 24 h; AID 1745845; 0.72% of 360,000 active; also: % is scaled to controls: 0 for no effect and ±100 for the full control effect; nearly all actives have a fitted effect of over 55% in size
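ATXN2-luciferase reporter cells (luciferase flanked by upstream and downstream ATXN2 gene portions) were treated 24 h at 37 °C with compounds at up to 57 uM. SteadyGlo luminescence gave expression; GF-AFC fluorescence gave viability.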
S2 tox: viability counter-screen for ATXN expression inhibitors; S2 cells (HEK-293 line with an ATXN2-luciferase reporter) viability, CellTiter-Fluor protease fluorescence, 24 h; Potency, µM (highest dose often 56.7 µM), hits mostly cytotoxic; 0.49% of 400,000 active; also: nearly all actives have a fitted effect of over 40% in size
HepG2 viability: HepG2 cytotoxicity, counter-screen for TGF-b inhibitors. HepG2 CAGA-GFP viability, ATP luminescence, 18 h. Potency, µM (doses to about 46.1 µM), for inactives: at the highest dose activity change, negative = cytotoxicity, most hits filed as cytotoxic. 0.76% of 410,000 active. AID 588856; also: some results filed as inactive show a strong effect at the top dose
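CellTiter-Glo luminescence gave cytotoxicity after 18 hours at 37 degrees C. The cells were HepG2 CAGA-GFP in 1% FBS DMEM, stimulated with 500 pg/mL TGF-beta after compound addition. %Activity was normalised to no-cell wells (complete cell-killing) and DMSO (no toxicity), and curves were fitted and classified.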
TGFb SMAD3 inh: blocks TGF-b signaling | HepG2 CAGA-GFP TGF-b/SMAD3 reporter, GFP fluorescence, 18 h; TGF-beta stimulated, 500 pg/mL final | Potency, µM (titrated, usually from 46.1 µM), for inactives: at the highest dose activity, negative = inhibition, usual class: inhibitors | 1.2% of 410,000 active; also: % is scaled to controls: 0 for no effect and ±100 for the full control effect; nearly all actives have a fitted effect of over 65% in size
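GFP signal (ex488/em500-530) from TGF-beta-stimulated HEPG2 CAGA-GFP cells, 500 pg/mL final, 18 h at 37 degrees C in DMEM plus 1% FBS, normalized to unstimulated and DMSO-stimulated controls.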
* marks the source's active call; other numbers are inactive results; i = inactive; ? = inconclusive; / = not tested or not shown; & = joins results of further samples; [ ] = another dose, or the depositor's remark. Calls follow the shape of the dose curve; as a rule, active = well fitted curve in the direction sought with a large enough effect; inconclusive = small, poorly fitted or top-dose-only effect, or another doubt; inactive = no such curve, though single readings can be large; an effect the other way counts as inactive or inconclusive. Potency is read from the fitted curve at half-maximal effect. The list is partial; rates above refer to the full screens.

#1 CCOC(=O)N1CCN(C(=O)COC(=O)C2CCN(S(=O)(=O)c3c(C)c(C)cc(C)c3C)CC2)CC1
#2 Fc1ccccc1Oc1ncnc2c1oc1ccccc12
#3 CC1=C(C(=O)OCc2ccccc2)C(c2ccc(Cl)cc2Cl)NC(=O)N1CCCCCC(=O)O (stereo not drawn)
#4 CN1CCN(c2ccccc2NC(=O)c2ccc(N3CCCC3)c([N+](=O)[O-])c2)CC1
#5 CC(C)(C)OC(=O)N1CCN(C(=O)c2[nH]cnc2C(=O)NCc2ccccc2)CC1
#6 CCc1ccc(-c2cc(C)no2)cc1S(=O)(=O)Nc1cc(C)on1
assay / entry,1,2,3,4,5,6
EPAC2 antag,-4%,/,?,-9%,3%,-9%
Nrf2 block,-6%,/,-32%,-14%,-12%,-22%
Nrf2 ARE act,0.8%,-0.7%,-0.2%,0.2%,-1.3%,-0.7%
MCF10A rerep,8%,/,?,2%,-11%,-1%
A549 tox,3%,2%,10%,-10%,0%,2%
ATXN2 expr inh,-5%,4%,-3%,-23%,9%,-12%
S2 tox,i,i,i,?,i,i
HepG2 viability,9%,-15%,-6%,7%,-1%,17%
TGFb SMAD3 inh,-9%,1%,0%,10%,0%,3%

#7 Cc1cc(NC(=O)C2C3C=CC(C3)C2C(=O)O)no1 (stereo not drawn)
#8 COc1ccccc1NC(=O)N(Cc1cc2cc(OC)c(OC)cc2[nH]c1=O)CC1CCCO1 (stereo not drawn)
#9 O=C(Nc1ccc2[nH]ncc2c1)c1ccccc1
#10 Cc1oc2c(c1C(=O)N1CCOCC1)C(=O)c1ccccc1C2=O
#11 COc1ccc(COc2ccc3ccc(=O)oc3c2)cc1
#12 CCOc1ccc(S(=O)(=O)N(CC(=O)Nc2ccc3c(c2)OCO3)c2ccc(C)cc2)cc1
assay / entry,7,8,9,10,11,12
EPAC2 antag,2%,1%,5%,29%,0%,/
Nrf2 block,/,-10%,?,16µM*,?,7%
Nrf2 ARE act,-0.2%,6.5%,0.2%,-5.0%,27%,3.8%
MCF10A rerep,18%,?,-6%,16µM*,-7%,/
A549 tox,1%,-19%,-9%,16µM*,3%,1%
ATXN2 expr inh,0%,-19%,-1%,?,59%[activator],7%
S2 tox,i,i,i,?,i,i
HepG2 viability,0%,-36%,-9%,-118%,-14%,-9%
TGFb SMAD3 inh,8%,-15%,-4%,4.5µM*,3%,-23%

#13 COc1ccc(OC)c(-c2cc(C(=O)Nc3cccc(Cl)c3)no2)c1
#14 COc1ccc(/C(N)=N/OC(=O)c2cccc([N+](=O)[O-])c2)cc1
#15 CCCCN(CCCC)CC(O)CN1C(=O)NC(C)(C)C1=O (stereo not drawn)
#16 Cc1ccc(C(=O)c2c(NC(=O)CSc3nnc(N)s3)sc3c2CCCC3)cc1
#17 Cc1ccc(-n2ncc3c(=O)n(CC(=O)NCc4ccco4)cnc32)cc1C
#18 COc1cc2c(cc1NC(=O)CSc1nnnn1-c1ccccc1)oc1ccccc12
assay / entry,13,14,15,16,17,18
EPAC2 antag,10%,15%,2%,?,14%,0%
Nrf2 block,18%,?,3%,?,3%,?
Nrf2 ARE act,?,?,0.1%,3.3%,-1.5%,3.7%
MCF10A rerep,20%,-6%,-2%,?,?,?
A549 tox,0%,1%,0%,-15%,1%,-27%
ATXN2 expr inh,-4%,45%[activator],1%,-15%,2%,-20%
S2 tox,i,i,i,i,i,i
HepG2 viability,-23%,11%,6%,22%,-8%,-23%
TGFb SMAD3 inh,2%,-16%,26%,?,-4%,0%

#19 CCCC#Cc1ccc2c(c1)O[C@H](CN(C)C(=O)CC1CC1)[C@H](C)CN([C@@H](C)CO)S2(=O)=O
#20 CCn1c(O)c(C2=NCCCC2)c2ccccc21
#21 O=C(COC(=O)c1ccc(OC(F)F)cc1)NC(=O)NC1CCCC1
#22 COc1cc(/C=N/NC(=S)Nc2cccc(S(=O)(=O)N(C)C)c2)ccc1O
#23 Cc1ccc2nsnc2c1NC(=O)c1cncc(Br)c1
#24 CCN(CCCNC(=O)Cn1ncc2c(=O)oc3ccccc3c21)c1cccc(C)c1
assay / entry,19,20,21,22,23,24
EPAC2 antag,-2%,-7%,-7%,-4%,-7%,9%
Nrf2 block,/,/,3%,5%,-5%,-14%
Nrf2 ARE act,4.4%,4.7%,-0.1%,3.0%,5.3%,2.7%
MCF10A rerep,/,2%,-5%,28%,9%,?
A549 tox,/,-2%,-4%,3%,-5%,13%
ATXN2 expr inh,-36%,22%,6%,30%,6%,-9%
S2 tox,?,i,i,i,i,?
HepG2 viability,-31%,-36%,3%,9%,-13%,-19%
TGFb SMAD3 inh,-13%,-5%,1%,3%,-3%,?

#25 CCCCN(C(=O)CCCc1nc2ccccc2s1)c1c(N)n(CC(C)C)c(=O)[nH]c1=O
#26 CCCc1c(C(=O)N/N=C/c2ccc(C)o2)nnn1-c1nonc1N
#27 COc1cccc(C(=O)Nc2ccccc2N2CCOCC2)c1
#28 COC(=O)c1cc(NC(=O)C2CCCN(S(=O)(=O)c3c(C)n[nH]c3C)C2)cc(C(=O)OC)c1 (stereo not drawn)
#29 Cc1oc(-c2ccccc2F)nc1CN1CCC(C(=O)NCCc2ccccc2)CC1
#30 O=C(NCCOC12CC3CC(CC(C3)C1)C2)c1cccc(Br)c1
assay / entry,25,26,27,28,29,30
EPAC2 antag,10%,-5%,2%,/,/,-15%
Nrf2 block,2%,/,-25%,?,-8%,?
Nrf2 ARE act,-0.4%,4.3%,-0.8%,2.1%,0.9%,0.1%
MCF10A rerep,-1%,/,2%,/,/,?
A549 tox,-5%,/,-5%,-2%,-3%,-1%[1.84 µM]
ATXN2 expr inh,8%,/,-12%,-5%,-19%,-36%
S2 tox,?,i,i,i,i,i
HepG2 viability,-7%,4%,-13%,-6%,-20%,-20%
TGFb SMAD3 inh,-4%,1%,2%,7%,-9%,?

Structural class: those above with a Cl atom
#3 CC1=C(C(=O)OCc2ccccc2)C(c2ccc(Cl)cc2Cl)NC(=O)N1CCCCCC(=O)O (stereo not drawn)
#13 COc1ccc(OC)c(-c2cc(C(=O)Nc3cccc(Cl)c3)no2)c1
assay / entry,3,13
EPAC2 antag,?,10%
Nrf2 block,-32%,18%
Nrf2 ARE act,-0.2%,?
MCF10A rerep,?,20%
A549 tox,10%,0%
ATXN2 expr inh,-3%,-4%
S2 tox,i,i
HepG2 viability,-6%,-23%
TGFb SMAD3 inh,0%,2%

(more compounds)
#31 Cc1nc2nc(SCc3ccc([N+](=O)[O-])cc3)[nH]c2cc1Br
#32 CCCCn1nnnc1C1(C)CCC(=O)N1Cc1ccco1 (stereo not drawn)
#33 CC(C)(C)c1ccc(C(=O)NNC(=O)C2CCCCC2)cc1
#34 CSc1ncccc1C(=O)NCc1ccccc1Cl
#35 COc1cc(C(=O)NCc2ncccc2C)ccc1OC1CCN(C(C)=O)CC1
#36 CCOC(=O)c1[nH]c(C)c(C)c1C
assay / entry,31,32,33,34,35,36
EPAC2 antag,-2%,12%,5%,4%,-1%,12%
Nrf2 block,-1%,/,25%,8%,12%,-12%
Nrf2 ARE act,0.6%,-0.5%,-0.1%,0.1%,-0.2%,0.0%
MCF10A rerep,10%,/,6%,-11%,2%,0%
A549 tox,11%,/,-2%,-6%,-5%,6%
ATXN2 expr inh,/,-3%,36%[activator],3%,6%,-6%
S2 tox,i,i,i,?,i,i
HepG2 viability,3%,/,-2%,-4%,-14%,2%
TGFb SMAD3 inh,-8%,/,8%,-5%,-7%,3%

#37 COc1ccccc1N1C(=O)c2ccc(C(=O)Nc3ccc(C(=O)O)cc3)cc2C1=O
#38 Cc1ccc(S(=O)(=O)NC(=NC2CCCCC2)c2ccc(Cl)cc2)cc1
#39 COc1cc(CN(C)C(C)C(=O)Nc2ccc([N+](=O)[O-])cc2Cl)ccc1OC(F)F (stereo not drawn)
#40 CCOC(=O)CCN(Cc1ccccc1)S(=O)(=O)c1csc(C(N)=O)c1
#41 CCC(CC)NC(=O)CCc1nc2ccccc2c(=O)[nH]1
#42 O=[N+]([O-])c1ccc(CSc2ccc(S(=O)(=O)N3CCOCC3)cn2)cc1
assay / entry,37,38,39,40,41,42
EPAC2 antag,8%,1%,-6%,-5%,-1%,-8%
Nrf2 block,-19%,-6%,-25%,-30%&-21%,-11%,-27%
Nrf2 ARE act,-0.3%,0.3%,0.0%,-0.2%&-0.7%,0.4%,0.6%
MCF10A rerep,-1%,3%,7%,-1%,15%,14%
A549 tox,1%,2%,16%,-2%&15%,1%,0%
ATXN2 expr inh,-3%,-3%,-8%,-6%,4%,-20%
S2 tox,i,i,i,i,i,i
HepG2 viability,12%,-2%,-7%,22%&-26%,7%,2%
TGFb SMAD3 inh,4%,-1%,0%,8%&-26%,1%,-17%

#43 O=C(O)C1CC=CCC1C(=O)NNS(=O)(=O)c1ccccc1 (stereo not drawn)
#44 COc1cccc(C(=O)Nc2ccc(NC(=O)C(C)(C)C)cn2)c1
#45 NC(=O)c1ccsc1NC(=O)CCS(=O)(=O)c1ccc(Cl)cc1
#46 CC(C)c1ccccc1OS(N)(=O)=O
#47 CCn1c(=O)cc(N2CCOCC2)[nH]c1=O
#48 O=C(NC(NC(=S)Nc1ccccc1C(=O)O)C(Cl)(Cl)Cl)c1cccc([N+](=O)[O-])c1 (stereo not drawn)
#49 CC1(C)Cc2c(c(=S)nc(-c3ccccc3)n2Cc2cccnc2)CO1
#50 CC1CCCCC1NC(=O)c1ccc2c(c1)OCCO2 (stereo not drawn)
#51 CCc1ccc2c(c1)[C@H]1OCC[C@H]1[C@@H](c1cccs1)N2
assay / entry,43,44,45,46,47,48,49,50,51
EPAC2 antag,3%,4%,-1%,8%,7%,0%,-25%,3%,-10%
Nrf2 block,-11%,?,-24%,15%,3%,-11%,-5%,?,-13%
Nrf2 ARE act,-0.4%,-1.1%,?,-0.4%,0.2%,-0.3%,0.0%,3.4%,5.9%
MCF10A rerep,-1%,-5%,4%,4%,-14%,13%,-14%,0%,5.8µM*
A549 tox,6%,1%,-4%,-2%,0%,-8%,0%,-11%,-1%
ATXN2 expr inh,-21%,?,3%,6%,-28%,28%,-14%,39%,-1%
S2 tox,i,i,i,i,i,i,?,?,i
HepG2 viability,-9%,-6%,-3%,16%,-9%,-2%,1%,15%,-2%
TGFb SMAD3 inh,-7%,7%,-12%,9%,8%,2%,2%,12%,-28%
